High-throughput results (PubChem)
OX1R FRET antag: antagonists of human orexin 1 receptor (OX1R); hit rate 1.8% among 330,000; inhibition, % at 6.6 µM; OX1R-expressing cells, FRET antagonist read-out; O43613; AID 485270; in the data active means inhibition mostly above about 38%, no sharp cut-off; inactive means mostly below about 40%;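 further: 0% = agonist challenge alone and 100% = reference antagonist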
Target sequence (O43613 whole entry, looked up): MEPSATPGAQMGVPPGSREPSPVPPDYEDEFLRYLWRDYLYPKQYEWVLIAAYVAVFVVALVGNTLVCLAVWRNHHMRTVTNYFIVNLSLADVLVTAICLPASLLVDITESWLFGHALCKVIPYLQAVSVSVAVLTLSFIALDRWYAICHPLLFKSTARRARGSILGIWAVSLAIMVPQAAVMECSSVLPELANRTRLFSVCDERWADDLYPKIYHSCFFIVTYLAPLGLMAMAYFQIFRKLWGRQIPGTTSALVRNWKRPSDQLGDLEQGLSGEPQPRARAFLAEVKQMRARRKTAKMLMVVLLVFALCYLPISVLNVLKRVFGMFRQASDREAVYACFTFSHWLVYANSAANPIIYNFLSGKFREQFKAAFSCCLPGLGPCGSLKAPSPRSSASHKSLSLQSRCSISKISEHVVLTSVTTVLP
STK33 inh: inhibitors of human STK33 kinase; Q9BYT3; purified STK33, MBP phosphorylation, ADP-Glo luminescence; hit rate 0.073% among 320,000; inhibition, % at 10 µM;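 active means inhibition at or above 25%, using the most active replicate where run in duplicate; inactive means inhibition below 25%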
Target sequence (Q9BYT3 whole entry, looked up): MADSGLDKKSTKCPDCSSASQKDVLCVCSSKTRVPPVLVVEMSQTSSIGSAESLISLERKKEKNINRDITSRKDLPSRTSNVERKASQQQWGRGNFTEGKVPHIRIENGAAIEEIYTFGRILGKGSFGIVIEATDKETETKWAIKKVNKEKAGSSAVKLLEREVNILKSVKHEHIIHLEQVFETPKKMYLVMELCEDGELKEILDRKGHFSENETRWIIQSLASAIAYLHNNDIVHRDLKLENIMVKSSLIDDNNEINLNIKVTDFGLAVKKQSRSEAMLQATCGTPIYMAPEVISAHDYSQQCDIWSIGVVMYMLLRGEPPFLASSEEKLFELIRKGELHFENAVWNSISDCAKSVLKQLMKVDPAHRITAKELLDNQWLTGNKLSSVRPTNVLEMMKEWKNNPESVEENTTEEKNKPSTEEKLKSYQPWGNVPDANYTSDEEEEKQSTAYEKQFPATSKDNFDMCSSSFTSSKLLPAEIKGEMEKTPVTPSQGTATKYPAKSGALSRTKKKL
* = called active by the depositor; . = not tested or not shown. Random draw from the library; about 1.8% have a hit in one of these screens.

SMILES	OX1R FRET antag	STK33 inh
COc1cc(OC)cc(C(=O)Nc2ccc(-n3cnnn3)c(C)c2)c1	34.9	-3.6
COc1ccc(N(CC(=O)Nc2ccccc2OC)S(=O)(=O)c2ccccc2)cc1Cl	17.1	-1.2
O=C(CN1CCN(C(C(=O)Nc2ccc(Cl)cc2C(F)(F)F)c2ccccc2)CC1)NC1CC1 (stereo not drawn)	6.8	1.1
N#CC1=C(N)N2C(=C(C#N)C13CCN(Cc1ccccc1)CC3)Nc1ccccc12	6.8	-1.3
O=C(NCc1ccc(F)cc1)c1cc(S(=O)(=O)N2CCOCC2)ccc1F	16.9	-1.7
CCOC(=O)NN1C(=O)c2ccccc2NC1c1ccccc1O (stereo not drawn)	7.8	-0.4
O=C(Nc1ccccc1)N1CCSc2cc(Cl)ccc21	12.2	-0.2
Cc1coc2c1c(C)cc1oc(=O)c(CC(=O)NCC(=O)O)c(C)c12	.	-1.4
CC(=O)Nc1ccc(NC(=O)CSC2=NS(=O)(=O)c3cc(F)ccc3N2)cc1	17.8	.
Cc1ccc(SCC(=O)NCCC2=CCCCC2)cc1	9.2	-0.1
Cc1ccc(C2(c3ccccc3)NC(=O)N(CC(=O)N3CC(=O)Nc4ccccc43)C2=O)cc1C (stereo not drawn)	7.8	.
CCC(C)Nc1cc(C)c(C#N)c2nc3ccccc3n12 (stereo not drawn)	10.5	1.0
Cc1onc(-c2ccccc2Cl)c1C(=O)N(Cc1ccc(N(C)C)cc1)C(C)C	27.5	-0.2
COCCN1CC(CNC(=O)c2cc(COc3ccc(C)c(C)c3)on2)CC1=O (stereo not drawn)	-0.6	-0.4
CC(=O)N/C(=C\c1ccccc1)C(=O)OCC(=O)NC(=O)c1ccccc1	9.9	-0.5
CNc1ccccc1C(C)(C)c1cc(-c2ccc(F)cc2)no1	9.9	-1.7
CCC1C(c2ccccc2)N(C)C(c2ccccc2)CC1(O)c1ccccc1 (stereo not drawn)	24.0	-0.9
CC(C)c1ccc(S(=O)(=O)/N=C2\C=C(NS(=O)(=O)c3ccccc3)C(=O)c3ccccc32)cc1	35.6	2.5
O=C(O)c1ccccc1NC(=S)NC(NC(=O)c1ccccc1[N+](=O)[O-])C(Cl)(Cl)Cl (stereo not drawn)	6.1	-1.5
O=C(NCCCN1CCc2ccccc2C1)C1CCN(c2nnc(-n3cccc3)s2)CC1	8.2	-0.9
O=C(Nc1cccnc1)Nc1ccccn1	13.7	1.8
CCOCCCNC(=O)c1cc(Sc2nnc(C)s2)nc2ccccc12	8.4	-1.1
Cc1cc(C)c(C)c(S(=O)(=O)NC(C(=O)NCCc2ccco2)C(C)C)c1C (stereo not drawn)	18.6	-2.6
N#CCSc1ccccc1NC(=O)COc1ccc(-c2nnco2)cc1	4.4	.
C#CCOCCOCCOCCNc1nc(N2CCN(C(=O)[C@H](CCCN=C(N)N)n3cc(C(N)[C@@H](C)CC)nn3)CC2)nc(N2CCN(C(=O)[C@H](CCCCN)n3cc([C@@H](N)[C@H](C)CC)nn3)CC2)n1 (stereo partly drawn)	-0.1	-0.5

Remaining list, next part.
SMILES	OX1R FRET antag	STK33 inh
CCN1C(=O)C(CC(=O)Nc2ccccc2)N(Cc2ccccn2)C1=S (stereo not drawn)	2.3	0.2
O=C(OCC(=O)N1CCCc2ccccc21)c1cccnc1Cl	11.5	-1.0
CCn1c(/C=C/c2cc(Br)ccc2O)nc2ccccc2c1=O	12.4	0.6
CC(NS(=O)(=O)c1cc2c3c(c1)CCC(=O)N3CCC2)c1ccccc1 (stereo not drawn)	17.9	-0.1
CC1=C(C(=O)OCC2CCCO2)C(c2ccncc2)C2=C(CCCC2=O)N1 (stereo not drawn)	10.1	-1.3
Cc1ccc(-n2nc(C(=O)O)c(O)cc2=O)cc1	10.2	-1.9
CCCCCOc1ccc(C(O)C(CN2CCOCC2)c2ccccc2)cc1 (stereo not drawn)	.	0.2
CC(=O)Nc1ccc(N/C=C/C(=O)c2ccco2)cc1	21.1	2.9
O=C(COC(=O)c1cccc(OC(F)F)c1)NC(=O)NC1CCCCC1	-6.8	1.2
Cc1cccc2nc(CSc3nncn3-c3ccccc3)cn12	15.4	0.3
N#CCN1C(=S)N=C(Nc2cccc(Cl)c2)C12CCCCC2	42.5	-2.5
Cn1cnc([N+](=O)[O-])c1Sc1ncnc2nc[nH]c12	17.8	-0.6
CCCCCCCC(=O)Nc1cc(C(=O)NCCC)ccc1N1CCC2(CC1)CC(c1ccccc1)=NO2	17.7	-2.8
Cc1cc(=O)[nH]c(N/N=C/c2c(O)n(-c3ccccc3)c(=O)c3ccccc23)n1	19.7	0.0
CC(C)Cc1ccccc1O	17.4	1.3
CCC(=O)N1CCc2cc(S(=O)(=O)N(C)c3ccc(OC)cc3OC)ccc21	-0.9	0.0
O=C(CN1C(=O)c2ccccc2C1=O)OCC(=O)N1CCN(c2ccccc2)CC1	14.2	-0.9
COc1ccc(CN(C)C(=O)Cn2ccc(N)nc2=O)cc1OC	-9.2	-1.9
Cc1ccccc1NC(=O)N1CCN(C(=O)c2ccco2)CC1	1.4	0.0
CC(C)CC(=O)NC(NC(=S)Nc1cccc2cccnc12)C(Cl)(Cl)Cl (stereo not drawn)	3.1	2.8
COc1ccc(CN(C)C(=O)c2cc(S(=O)(=O)N3CCCCCC3)ccc2OC)cc1OC	25.2	-1.2
C=CCn1c(C)cc(C(=O)COc2ccc(S(=O)(=O)N3CCCC3)cc2[N+](=O)[O-])c1C	12.8	-1.1
Cc1cc(NC(=O)CSc2ncn(-c3ccccc3)n2)no1	3.1	-1.2
C=CC[C@H](CC(=O)NCCO)C(=O)N[C@@H](COC(=O)[C@@H](CC=C)CC(=O)OC(C)(C)C)Cc1c[nH]c2ccccc12	5.7	0.2
CCN(CC)S(=O)(=O)c1ccc(C(=O)NCCCn2ccnc2)cc1	15.1	-0.5

New compounds follow.
SMILES	OX1R FRET antag	STK33 inh
O=C(O)C(Cc1c[nH]c2ccccc12)NS(=O)(=O)c1ccc(Cl)c(C(F)(F)F)c1 (stereo not drawn)	2.5	-0.2
CNC(=O)CCc1nc(-c2ccc(C(C)(C)C)cc2)no1	6.2	-0.7
O=C(Cc1ccccc1)N/N=C/c1ccccc1OCc1ccc(Cl)cc1	9.0	-1.0
N=c1ccn2c(n1)OC1C(O)C(CO)OC12 (stereo not drawn)	4.2	0.1
O=C(CSc1ncnc2c1oc1ccccc12)NCC1CCCO1 (stereo not drawn)	-25.8	-0.6
CN(C)c1ccc(/C=C2\CCCCC2=O)cc1	9.1	-1.4
O=C(Cn1cnc2c(nnn2Cc2ccc(Cl)cc2)c1=O)N1CCN(c2ccccc2)CC1	-4.7	-2.5
O=C(CCc1ccncc1)N1CCCC(Nc2ccc(F)cc2)C1 (stereo not drawn)	-5.7	-1.0
COc1ccc(NC(=O)CCc2c(C)nc3nc(CNC(=O)c4cccc(F)c4)nn3c2C)cc1OC	8.7	-0.4
Cc1ccc(CC2S/C(=N/c3ccccn3)NC2=O)cc1 (stereo not drawn)	28.7	-1.0
COc1cc(C=O)c(Br)cc1OCC(=O)NCCc1ccccc1	21.9	-0.5
O=c1c(S(=O)(=O)c2ccc(Cl)cc2)cn(Cc2cccc(F)c2)c2ccc(F)cc12	11.0	0.2
OCCN1CCN(c2ncnc3c2c(-c2ccccc2)cn3-c2ccc(F)cc2)CC1	0.8	-0.1
Cn1c(SCC(=O)N2CCCC2)nnc1-c1ccc(S(=O)(=O)N2CCCC2)cc1	7.4	.
O=C(CN1CCN(c2ccccn2)CC1)Nc1ccc([N+](=O)[O-])cc1C(=O)Nc1ccccc1F	21.5	5.4
COc1ccc(OC)c(NC(=O)c2ccc3c(c2)CCN3S(C)(=O)=O)c1	10.1	0.3
COc1cc(S(=O)(=O)N2CCCC2)c(C)cc1C	23.2	-0.7
O=C(NCCO)c1ccc2c(c1)S(=O)(=O)c1ccccc1C2=O	107.9*	0.8
c1ccc(-n2cnnc2SCc2cn3ccsc3n2)cc1	14.9	0.0
O=C(Nc1ccc(S(=O)(=O)N2CCCC2)cc1)c1ccc2c(=O)n3c(nc2c1)CCCCC3	0.8	-1.2
COc1ccc(Br)cc1/C=N/NC(=O)CN1CCCCC1	20.4	-1.1
O=C(c1cc(S(=O)(=O)N2CCOCC2)ccc1Cl)N1CCOCC1	-1.0	0.1
CCOC(=O)/C=C1\SCC(=O)N1CC(=O)Nc1cc(S(=O)(=O)N(C)C)ccc1C	6.5	-1.2
O=C(COC(=O)CNC(=O)C1CCCCC1)Nc1ccc2c(c1)OCCO2	2.6	2.2
CCCS(=O)(=O)Nc1ccc(-c2cn3c(n2)SCC3)cc1	21.6	1.1

Next part
SMILES	OX1R FRET antag	STK33 inh
COC(=O)c1ccc(CN2CCCC(C(=O)c3ccccc3OC)C2)cc1 (stereo not drawn)	6.9	-0.3
CCn1c(SCC(=O)Nc2ccc3c(c2)OCCO3)nnc1-c1cccs1	33.7	0.8
COc1cccc(CC(NC(C)=O)C(=O)NC2CCN(c3c(Cc4ccccc4)c(C)nc4ncnn34)CC2)c1 (stereo not drawn)	14.2	0.5
COc1ccc(CCN(C)C(=O)CSc2ncnc3sccc23)cc1OC	27.5	-1.4
CCOC(=O)N1CCN(C(=O)CSc2nc3c([nH]c4ccccc43)c(=O)n2CC)CC1	29.3	-0.9
CCCC(=O)N(CCN1CCOCC1)c1nc2c(OC)ccc(C)c2s1	16.2	0.0
CCOc1ccccc1NC(=O)CSc1nnc(CNC(=O)COc2ccc(Cl)cc2)o1	20.7	-1.3
Cc1ccc(S(=O)(=O)N2CCC(C(N)=O)CC2)cc1[N+](=O)[O-]	15.9	0.1
COc1ccccc1C(N)=S	-6.6	-0.7
CC(=O)c1sc(NC(=O)CCCOc2ccc(Cl)cc2)nc1C	-11.4	4.4
CC/C(CC(=O)C(F)(F)F)=N\NC(=O)/C(C#N)=C/N(C)C	19.0	-0.5
COc1ccc(C)cc1-n1nnnc1SCC(=O)c1ccc2c(c1)OCCO2	36.2	0.1
Cc1noc(C)c1NC(=O)Nc1cccc2c1O[C@H](CN(C)S(=O)(=O)c1cccs1)[C@@H](C)CN([C@H](C)CO)C2=O	7.7	0.0
O=C(NCCCn1ccnc1)C(=O)c1cn(CC(=O)N2CCCCCC2)c2ccccc12	18.6	-0.7
CC(NC(=O)NC1CCCCC1)C(c1cccs1)N1CCN(Cc2ccccc2)CC1 (stereo not drawn)	3.7	-0.8
O=C(OCCNc1nc(-c2ccccc2)nc2ccccc12)c1cccnc1	47.5*	0.1
COc1cccc(/C=N/NC(=O)Cn2ccnc2C)c1	-0.1	-0.1
CNNC(=O)C(=O)NNS(=O)(=O)c1ccccc1	22.9	-0.7
Cc1c(NC(=O)C(C)Oc2cccc(Cl)c2)c(=O)n(-c2ccccc2)n1C (stereo not drawn)	16.0	.
COc1ccc(C2CC(=O)c3cnc(Nc4cc(C)cc(C)c4)nc3C2)cc1 (stereo not drawn)	12.1	-0.3
CCOc1ccc(N2C(=O)NC(Cc3c[nH]c4ccccc34)C2=O)cc1 (stereo not drawn)	8.6	-1.0
COc1ccc(C(=O)NC2CCCc3c2cnn3-c2cc(F)cc(F)c2)c(OC)n1 (stereo not drawn)	8.3	0.8
O=C(CSc1cccc2cccnc12)N1CCCC1	28.9	6.7
CCCC(=O)Nc1ccc(NCc2ccc(C)s2)cc1	6.7	-1.7
O/N=C(\C[n+]1ccccc1)c1ccc(Br)cc1	-2.3	2.0

16 neighbouring records already listed, quoted:
SMILES	OX1R FRET antag	STK33 inh
COc1ccc(CCN(C)C(=O)CSc2ncnc3sccc23)cc1OC	27.5	-1.4
CCOC(=O)N1CCN(C(=O)CSc2nc3c([nH]c4ccccc43)c(=O)n2CC)CC1	29.3	-0.9
CCCC(=O)N(CCN1CCOCC1)c1nc2c(OC)ccc(C)c2s1	16.2	0.0
CCOc1ccccc1NC(=O)CSc1nnc(CNC(=O)COc2ccc(Cl)cc2)o1	20.7	-1.3
Cc1ccc(S(=O)(=O)N2CCC(C(N)=O)CC2)cc1[N+](=O)[O-]	15.9	0.1
COc1ccccc1C(N)=S	-6.6	-0.7
CC(=O)c1sc(NC(=O)CCCOc2ccc(Cl)cc2)nc1C	-11.4	4.4
CC/C(CC(=O)C(F)(F)F)=N\NC(=O)/C(C#N)=C/N(C)C	19.0	-0.5
COc1ccc(C)cc1-n1nnnc1SCC(=O)c1ccc2c(c1)OCCO2	36.2	0.1
Cc1noc(C)c1NC(=O)Nc1cccc2c1O[C@H](CN(C)S(=O)(=O)c1cccs1)[C@@H](C)CN([C@H](C)CO)C2=O	7.7	0.0
O=C(NCCCn1ccnc1)C(=O)c1cn(CC(=O)N2CCCCCC2)c2ccccc12	18.6	-0.7
CC(NC(=O)NC1CCCCC1)C(c1cccs1)N1CCN(Cc2ccccc2)CC1 (stereo not drawn)	3.7	-0.8
O=C(OCCNc1nc(-c2ccccc2)nc2ccccc12)c1cccnc1	47.5*	0.1
COc1cccc(/C=N/NC(=O)Cn2ccnc2C)c1	-0.1	-0.1
CNNC(=O)C(=O)NNS(=O)(=O)c1ccccc1	22.9	-0.7
Cc1c(NC(=O)C(C)Oc2cccc(Cl)c2)c(=O)n(-c2ccccc2)n1C (stereo not drawn)	16.0	.

(continued)
SMILES	OX1R FRET antag	STK33 inh
NC(CSC12CC3CC(CC(C3)C1)C2)C(=O)O (stereo not drawn)	-1.1	-1.1
CCc1cc2c(=O)c(-c3ccc4c(c3)OCCO4)coc2c(CN2CCCCC2C)c1O (stereo not drawn)	16.0	0.6
CC(C)c1ccc(/C=N/NC(=O)c2c(Cl)cnn2C)cc1	17.1	-1.0
CNc1nc(-c2c[nH]c3ccccc23)cs1	15.0	1.6
CCCOc1ccc(/C=C/C(=O)NC2CCCCC2)cc1	9.8	0.9
COc1ccc(OC(C)C(=O)NC2CCCCCC2)cc1 (stereo not drawn)	4.7	-2.6
COCC1CCCCN1C(=O)c1cccc(OC2CCN(C(=O)C3CC3)CC2)c1 (stereo not drawn)	7.7	-2.4
CCC(=O)Oc1ccc2ccccc2c1CNC(=O)c1ccccc1	17.1	0.6
CCC(C(=O)NC1CCCC1)N(C(=O)Cn1nnc(-c2ccc(C)cc2)n1)C1CCCC1 (stereo not drawn)	26.3	-1.1
O=C(Nc1cccc2nsnc12)c1cccnc1	34.0	0.8
